Screening results from PubChem BioAssay.
Tb MetRS inh: Trypanosoma brucei MetRS inhibition | inhibition, % at 11.9 µM | purified T. brucei MetRS, ATP depletion, Kinase-Glo luminescence | AID 624268 | 360,000 compounds, 0.4% hits;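 active = inhibition above a per-plate cutoff of the control wells' mean inhibition plus 3 SD, cut at about 5.5% in these data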;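 also: 0% = DMSO wells median and 100% = median of wells with control inhibitor compound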
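System: purified T. brucei MetRS enzyme / Detection: Kinase-Glo luciferase luminescence reporting remaining unconsumed ATP / Medium: HEPES buffer with MgCl2, KCl, DTT, spermine, BSA, pyrophosphatase / Replication: singlicate, one well per compound / Evaluation: percent inhibition relative to median high and low control wells / Schedule: 2 h aminoacylation at 25 °C after 15 min preincubation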
Neddylation inh: inhibitors of human cullin neddylation; TR-FRET cullin neddylation, biochemical; AID 651699; P61081+Q13564; 360,000 compounds, 0.58% hits; calls only at 25 µM; in the data active = inhibition above about 36%
FAS TE block: FAS thioesterase (human) inhibition; 360,000 compounds, 0.67% hits; P49327; inhibition, % at 15 µM; recombinant FAS-TE, OMFH fluorogenic substrate, fluorescence endpoint; AID 602261;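 active = compounds whose normalised, plate-corrected inhibition of enzyme fluorescence in the single-dose primary screen is 50% or more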;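 also: 0% = DMSO with enzyme and 100% = substrate without enzyme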
Rin1-Abl PPI inh: blocks binding of human Rin1 to Abl; P00519+Q13671; TR-FRET Rin1/Abl binding, biochemical; AID 588664; inhibition, % at 7.35 µM; 360,000 compounds, 0.4% hits; in the data active = inhibition above about 5%, passing the limit was not always enough
MsrA act: bovine methionine sulfoxide reductase A activation. purified bovine MsrA, absorbance read-out. activation, % at 10.6 µM. 360,000 compounds, 0.3% hits. AID 602163; in the data active = activation above about 7.5%;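 also: 0% = vehicle and 100% = reference activator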
E coli Lon inh: inhibitors of E. coli Lon protease. purified E. coli Lon protease, fluorescence polarization. inhibition, % at 7.94 µM. P0A9M0. 360,000 compounds, 0.42% hits; in the data active = inhibition above about 13%, passing the limit was not always enough;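 also: 0% = enzyme with probe and DMSO and 100% = no enzyme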
Target sequence (P0A9M0 whole entry, looked up): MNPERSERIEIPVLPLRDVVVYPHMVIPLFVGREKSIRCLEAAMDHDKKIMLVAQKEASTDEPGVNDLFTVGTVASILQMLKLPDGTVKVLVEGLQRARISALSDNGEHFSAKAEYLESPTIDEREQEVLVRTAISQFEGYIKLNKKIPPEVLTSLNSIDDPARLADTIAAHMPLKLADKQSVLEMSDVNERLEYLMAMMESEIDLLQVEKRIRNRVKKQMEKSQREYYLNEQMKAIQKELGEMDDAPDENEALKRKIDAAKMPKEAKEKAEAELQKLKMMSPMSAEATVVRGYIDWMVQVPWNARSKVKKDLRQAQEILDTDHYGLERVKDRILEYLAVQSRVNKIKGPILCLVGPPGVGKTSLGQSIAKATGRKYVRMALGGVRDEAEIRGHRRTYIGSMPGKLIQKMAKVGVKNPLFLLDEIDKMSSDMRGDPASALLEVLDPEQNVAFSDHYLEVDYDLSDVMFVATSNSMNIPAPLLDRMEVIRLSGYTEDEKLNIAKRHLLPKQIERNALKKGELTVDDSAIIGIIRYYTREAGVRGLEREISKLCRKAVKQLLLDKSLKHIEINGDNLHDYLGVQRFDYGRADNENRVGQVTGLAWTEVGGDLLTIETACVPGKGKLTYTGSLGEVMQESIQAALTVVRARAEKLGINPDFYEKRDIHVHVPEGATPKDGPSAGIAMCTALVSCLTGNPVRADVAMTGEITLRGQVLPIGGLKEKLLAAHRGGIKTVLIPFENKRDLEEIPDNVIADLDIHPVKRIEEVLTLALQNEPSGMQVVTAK
PABP1 MLLE inh: blocks PAM2 peptide binding to the PABP1 MLLE domain; P11940; GST-MLLE / FITC-PAM2 fluorescence polarization; inhibition, % at 20 µM; 360,000 compounds, 0.36% hits; in the data active = inhibition above about 35%, passing the limit was not always enough;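 also: plate controls were DMSO wells with GST-MLLE for no effect and wells lacking GST-MLLE protein for full effect; some results filed as inactive read as strong as hits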
CSN deneddyl inh: blocks human CSN-mediated cullin deneddylation. inhibition, % at 12.5 µM. Purified CSN, SCF-Nedd8-OG deneddylation, fluorescence polarization. Q92905. 360,000 compounds, 0.38% hits;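 active = pattern-corrected inhibition above about 35%, with an unprinted fluorescence ratio check between 0.5 and 1.5, limit read from the data, passing the limit was not always enough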;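 also: 0% = enzyme with substrate and 100% = substrate without enzyme; some results filed as inactive read as strong as hits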
Target sequence (Q92905 whole entry, looked up, one chain of several): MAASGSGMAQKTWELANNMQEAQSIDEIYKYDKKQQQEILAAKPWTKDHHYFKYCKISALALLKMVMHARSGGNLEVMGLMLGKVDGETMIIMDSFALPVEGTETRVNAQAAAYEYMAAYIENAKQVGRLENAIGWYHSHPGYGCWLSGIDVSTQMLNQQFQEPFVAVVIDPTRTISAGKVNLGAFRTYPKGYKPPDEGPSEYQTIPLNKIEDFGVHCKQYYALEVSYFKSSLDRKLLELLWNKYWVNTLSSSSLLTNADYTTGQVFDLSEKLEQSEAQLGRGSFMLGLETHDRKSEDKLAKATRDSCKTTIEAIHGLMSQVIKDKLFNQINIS
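test system = HEK293T-derived human Csn5 enzyme | amount = 0.24 nM Csn5 enzyme, final concentration | medium = Tris/NaCl/DTT buffer, pH 7.5 | schedule = 90 min reaction at room temperature | signal = FP | evaluation = inhibition of Csn5 cleavage, % | compound dosing = single dose of 12.5 µM compound with 0.25% DMSO | probe or stimulus = 10 nM SCFSkp2-Nedd8OG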
MsrA inhibitor: bovine MsrA inhibition. purified bovine MsrA, absorbance read-out. inhibition, % at 15.5 µM. 360,000 compounds, 0.75% hits; in the data active = inhibition above about 4.5%;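 also: 0% = vehicle wells with enzyme and 100% = reference inhibitor wells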
* hit, by the source's call; i = inactive; . = no result given.

SMILES	Tb MetRS inh	Neddylation inh	FAS TE block	Rin1-Abl PPI inh	MsrA act	E coli Lon inh	PABP1 MLLE inh	CSN deneddyl inh	MsrA inhibitor
OC1(c2ccccc2F)CCN(Cc2nnc(-c3ccccc3)o2)CC1	-0.4	i	-3.9	1.6	-6.1	-16.3	-7.4	-0.5	1.1
CC(=O)N1CCN(CCS(=O)(=O)c2ccc(Br)cc2)CC1	-0.1	i	-6.3	-1.4	-0.5	1.7	-5.9	2.7	-1.3
O=C(C[n+]1ccccc1)Nc1ccc(Oc2ccccc2)cc1	-0.8	i	-3.6	3.3	1.3	1.8	-11.8	-1.0	-0.6
CC(C)[C@@H]1CC[C@@H](C)C[C@H]1OC(=O)C[n+]1cc(-c2ccc(Cl)cc2)n2c1CCCCC2	0.1	i	-1.1	-1.2	0.3	-10.5	-16.1	-1.5	-0.4
O=C1NC(c2ccc(Br)cc2)Nc2ccccc21 (configuration not stated)	0.2	.	-2.9	1.0	-1.7	-2.1	-18.3	-4.4	0.0
Cc1ccc(C(=O)NC(=S)NCc2ccco2)cc1	-0.2	i	16.5	-0.2	-1.5	5.5	13.9	2.2	0.9
CCn1c(=O)c2cc(C(=O)NCCCOC)sc2c2ccccc21	0.2	.	-2.3	-1.5	-2.1	5.3	6.3	-2.6	1.8
CN(Cc1ccccc1)C(=O)C1CCN(S(=O)(=O)c2cccc3nsnc23)CC1	-0.3	i	-0.9	2.3	-2.1	-7.2	4.6	2.8	-0.1
O=C(NCc1cccnc1)c1cc(C2CCCCN2C(=O)c2cccs2)on1 (configuration not stated)	0.2	i	-6.4	-3.9	-1.9	-2.7	1.3	-6.4	-1.4
CCN1C(=O)[C@H]2[C@H]3CN=C(SCc4ccc(C)cc4)N3[C@@](C)(C(=O)OC)[C@H]2C1=O	1.2	i	-6.5	-2.2	-3.0	-8.4	-28.8	-3.0	-0.8
O=C1CC(c2ccc(OCCCCCOc3ccc(C4CC(=O)NC4=O)cc3)cc2)C(=O)N1 (configuration not stated)	-0.2	i	-0.1	5.8	-0.7	8.9	14.4	2.5	-0.2
CCSc1ccccc1C(=O)N1CCN(c2ccccc2F)CC1	0.0	i	-0.8	-0.1	-3.8	-16.7	6.8	-1.7	-0.8
CCOC(=O)c1sc(=NC(=O)c2ccccc2Br)n(C)c1C	-1.3	i	0.3	0.4	-14.2	5.5	4.7	-3.9	-0.5
CCN(C(=O)c1ccc(N2CC3CC(C2)c2cccc(=O)n2C3)c(NC(=O)c2ccncc2)c1)c1cccc(C)c1 (configuration not stated)	-1.0	i	-4.0	-0.3	-8.9	-9.2	1.5	0.0	-0.2
NC(=O)NCC(c1ccccc1)C1CCCCC1 (configuration not stated)	-0.7	i	-4.4	1.2	-1.5	8.1	11.8	-2.5	1.0
Cc1ccc(C2C=NN(c3ccccc3)C2=O)cc1 (configuration not stated)	-0.9	i	-8.2	0.8	-8.7	-4.5	-13.9	2.1	0.5
COc1ccccc1CC(=O)Nc1cc2oc3ccccc3c2cc1OC	-0.6	i	39.2	4.5	-7.3	-2.6	9.4	1.6	0.8
O=C(O)CN1C(=O)c2ccc(C(=O)c3ccccc3)cc2C1=O	-1.5	i	-5.3	-1.5	-7.5	26.7*	-2.9	-0.3	0.0
CCOC(=O)COn1c(=O)c[n+]([O-])c2ccccc21	-0.1	i	-2.8	0.7	-0.5	-15.7	-7.8	0.8	0.1
O=C(O)c1ccccc1C(=O)c1ccc(Cl)cc1	-0.5	i	-5.3	-0.2	-4.3	-1.1	-5.9	-2.0	-0.3
CCc1cc(CN2CCOCC2)c(NC(=O)c2ccccc2)s1	-1.2	i	1.6	4.6	-9.0	-6.3	17.6	5.5	0.6
CN(c1ccccc1)S(=O)(=O)c1cccc(NC(=O)c2ccncc2)c1	-0.2	i	-0.5	-0.8	-3.7	-4.5	-9.8	-1.7	-0.6
CS(=O)(=O)N1CCN(Cc2ccc([N+](=O)[O-])cc2)CC1	-0.2	i	0.2	0.3	-1.4	-4.6	13.7	7.4	0.0
O=C(c1[nH]c(C(F)(F)F)nc1-c1ccccc1)N1CCN(c2ncc(C(F)(F)F)cc2Cl)CC1	-0.2	i	8.9	0.3	-2.9	-7.6	-1.4	-3.0	-0.3
O=C(CSc1ccc(Br)cc1)NCC(c1cccs1)N1CCOCC1 (configuration not stated)	-0.5	i	4.9	-1.0	-0.5	-1.5	33.4	6.7	3.1
O=C(NCCc1ccc(Cl)cc1)C1CCN(S(=O)(=O)c2cccs2)CC1	-0.1	i	36.8	-0.9	-0.8	5.5	-2.6	1.5	-0.1
CC(=O)N1CN(CCCn2ccnc2)Cc2c1sc1c2CCCC1	-0.9	i	-8.5	-3.0	-0.1	4.1	-7.1	-2.0	0.2
Cc1ccc2onc(CC(=O)O)c2c1	-1.0	i	-15.1	-4.7	-6.4	0.4	2.1	-2.7	-1.3
O=C(CS(=O)(=O)c1ccccc1Cl)N1CCOCC1	0.0	i	-8.8	-2.1	-3.8	-9.8	-9.6	-0.9	0.6
Cc1ccc(-n2nc(C)c(C3(O)C(=O)N(C(C)C)c4ccccc43)c2N)cc1 (configuration not stated)	-0.1	i	-6.2	-4.0	-2.5	4.3	-4.0	4.0	0.4
COC(=O)N(C)c1ccccc1C(=O)N1CCOCC1	-0.4	i	-8.9	-1.2	-0.7	4.3	4.7	-7.2	0.6
COc1ccccc1C(=O)N/C(=C/c1ccco1)C(=O)Nc1cccc(C(=O)O)c1	0.5	i	-4.4	3.0	-0.4	-25.1	-21.3	11.7	4.0
CCOC(=O)COc1cc(-n2c(=S)[nH]c3cc(OC)c(OC)cc3c2=O)c(Cl)cc1Cl	-0.7	i	10.6	-0.5	4.0	-5.4	16.6	2.9	1.0
Cc1ccc(S(=O)(=O)N2CCN(c3ccc(S(=O)(=O)N4CCOCC4)cn3)CC2)cc1	-2.2	i	-12.8	-2.8	-13.2	-9.4	11.7	-3.4	-1.6
CCOc1ccc(-c2c(C(=O)N/N=C(\C)c3ccco3)nnn2-c2nonc2N)cc1	-0.2	i	-13.8	-2.9	-4.9	2.1	-3.5	0.9	-0.4
CCCC(CCC)=NNc1ccc(S(=O)(=O)Nc2ccccc2OC)cc1[N+](=O)[O-]	-0.3	i	38.1	2.9	-2.2	-6.3	-10.3	0.4	-0.2
CCOC(=O)N1CCC(NC(=O)CN2C(=O)CSc3ncccc32)CC1	-0.3	i	-1.9	1.8	-4.1	-5.1	-13.7	1.6	-1.4
O=[N+]([O-])c1cc(S(=O)(=O)Nc2ccccc2)ccc1NCc1ccccc1	0.7	i	11.9	1.8	1.0	-1.5	-5.6	7.3	0.2
O=C(CNC(=O)c1ccccc1F)OCc1csc(-c2ccccc2)n1	0.7	i	1.1	-0.7	-1.6	-2.8	5.5	-0.8	-0.8
CC(=O)N1C(=O)N(C(C)=O)C2C1N(C)C(=O)N2C(C)=O (configuration not stated)	0.5	i	-6.2	3.9	-0.7	-0.8	-26.7	0.8	1.9
O=C(CNC(=O)C1CCCC1)Nc1ccccc1Br	-0.3	i	-4.9	0.0	-1.4	9.6	12.1	-6.5	1.2
O=C(NCCCN1CCOCC1)c1ccc2c(=O)n(Cc3cccc(Br)c3)c(=S)[nH]c2c1	0.2	i	-18.4	-4.8	0.5	8.8	-85.5	-0.8	.
CCc1ccc(C(N)=S)cc1	-0.9	i	-1.1	-2.9	2.2	7.5	41.4*	-3.9	1.8
CC(=O)c1c(C)[nH]c(C2=NNC(=NCc3ccccc3)SC2)c1C	-0.6	i	-14.8	3.9	-10.8	-5.1	-125.2	-1.2	5.0*
Cc1cccc(CCN2CCN=C2Nc2ccccc2)c1	-0.4	i	-17.5	1.9	-5.9	2.6	0.6	-0.5	-0.9

3 entries out of the list, sorted by count of non-hydrogen atoms, descending.
SMILES	Tb MetRS inh	Neddylation inh	FAS TE block	Rin1-Abl PPI inh	MsrA act	E coli Lon inh	PABP1 MLLE inh	CSN deneddyl inh	MsrA inhibitor
Cc1ccc(S(=O)(=O)N2CCN(c3ccc(S(=O)(=O)N4CCOCC4)cn3)CC2)cc1	-2.2	i	-12.8	-2.8	-13.2	-9.4	11.7	-3.4	-1.6
O=[N+]([O-])c1cc(S(=O)(=O)Nc2ccccc2)ccc1NCc1ccccc1	0.7	i	11.9	1.8	1.0	-1.5	-5.6	7.3	0.2
O=C(CNC(=O)c1ccccc1F)OCc1csc(-c2ccccc2)n1	0.7	i	1.1	-0.7	-1.6	-2.8	5.5	-0.8	-0.8

(listing goes on)
SMILES	Tb MetRS inh	Neddylation inh	FAS TE block	Rin1-Abl PPI inh	MsrA act	E coli Lon inh	PABP1 MLLE inh	CSN deneddyl inh	MsrA inhibitor
O=C(Nc1nccs1)C12CC3CC(C1)CC(C(=O)Nc1nccs1)(C3)C2	-1.0	i	-2.1	6.0	-1.6	-9.0	8.6	10.8	0.7
O=S(=O)(c1ccc(F)cc1)N1CC=C(c2ccccc2)CC1	0.4	i	27.5	3.3	3.8	0.8	-8.3	-4.2	0.3
O=C(O)c1ccc(C(=O)Nc2cccc(NC(=O)C3CCCO3)c2)cc1 (configuration not stated)	-0.8	i	-4.0	-0.1	0.4	-3.6	5.2	8.4	.
CN(Cc1ccccc1)c1nc(CN2CCOCC2)nc2scc(-c3ccccc3)c12	-0.7	i	15.0	2.2	-3.8	-7.1	7.1	-6.8	0.0
O=C(NS(=O)(=O)N1CCOCC1)C1=C(N2CCCC2)COC1=O	-0.2	i	-3.0	3.3	-1.8	-8.7	-8.5	0.0	-0.8
COc1cc(C(=O)N(C(C)C)C2CCCCC2)cc(OC)c1OC	-0.2	i	-7.4	2.1	-2.0	-13.2	3.8	-1.6	-0.3
CCCCCCNC(=O)N1C/C=C\C(c2ccc(OC)cc2)N(Cc2ccc(F)cc2)C(=O)C1 (configuration not stated)	0.0	i	35.6	0.5	-0.8	-2.0	-4.0	-3.4	-0.8
COc1ccc(NC(=S)N2CCCCCC2)cc1OC	-0.2	i	-4.3	3.9	-2.8	0.0	-76.7	-0.5	0.5
O=C(NCC(c1ccc(F)cc1)N1CCOCC1)c1cccnc1Sc1ccccc1Cl (configuration not stated)	-0.4	i	-0.2	1.4	2.4	-3.7	2.0	3.3	1.1
O=C(Nc1ccccc1)Nc1ccc(Cl)c(S(=O)(=O)N2CCOCC2)c1	14.9*	i	7.2	0.7	0.8	-1.4	-1.9	-1.9	0.5
CC(C)CN1CCN(CCCc2ccccc2)C(CCO)C1 (configuration not stated)	0.2	i	-2.6	3.6	-0.6	-2.4	-2.1	-3.3	-0.5
COc1cccc(/C=C/C(=O)OCC(=O)c2ccc3c(c2)NC(=O)CO3)c1	-0.3	i	-2.6	-0.4	-2.4	-11.3	-50.6	28.3	0.1
Cc1cc(N2CCCC(C(=O)Nc3cccc4ccccc34)C2)n2ncnc2n1 (configuration not stated)	-0.1	i	-2.0	-1.8	-2.5	3.4	-0.3	-6.9	-0.4
CSc1nsc(SCC(=O)Nc2cccc(NC(C)=O)c2)n1	0.0	i	-3.8	-0.7	-2.5	-11.5	9.8	0.9	1.6
N#Cc1ccccc1Sc1ccccc1C(=O)OCC(=O)N1CCN(C(=O)c2ccco2)CC1	0.8	i	-1.8	0.1	-1.6	-3.2	24.8	2.4	-0.4
O=C(COC(=O)c1cccc(S(=O)(=O)N2CCc3ccccc32)c1)Nc1ncc(Cl)cc1Cl	-0.2	i	31.7	-0.9	-3.5	-2.0	-47.5	2.1	-0.9
